# IL-1B inflam inh: qHTS for Inhibitors of Inflammasome Signaling: IL-1-beta AlphaLISA Primary Screen. actives 4.7% (n = 360,000). THP-1 LPS/ATP IL-1B secretion, AlphaLISA, 16 h; stronger effect = lower value. activity change, % at 57.5 µM. AID 743279, 2014; in the data active means activity change below about -50%; inconclusive means mostly about -30% to -49%; further: on the % scale 0 is the no-effect control and ±100 the full control effect
#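 THP-1 cells pretreated 1 hr with compounds (up to 57.5 uM final), then stimulated with LPS (250 ng/mL final) plus ATP (1.25 mM final); secreted IL-1B measured by AlphaLISA after 16 hr, decreased signal indicating inhibition.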
# MCF10A rereplic: A quantitative high throughput screen for small molecules that induce DNA re-replication in MCF 10a normal breast cells | MCF 10A DNA re-replication, Hoechst nuclear intensity, 48 h | Potency, µM (titrated, usually from 46.1 µM), for the others: at the top dose activity, positive = re-replication, usual class: activators | actives 2.9% (n = 350,000); further: potency means the concentration at half of the fitted maximal effect; % of control where 0% means no effect; nearly all actives have a fitted effect of over 50% in size
# SW480 rereplic: A quantitative high throughput screen for small molecules that induce DNA re-replication in SW480 colon adenocarcinoma cells; SW480 DNA re-replication, Hoechst DNA content imaging, 48 h; Potency, µM (titrated, usually from 46.1 µM), inactives show top-dose re-replication activation, most hits filed as activators; actives 1.8% (n = 340,000); AID 624297, 2012; further: potency means the concentration at half of the fitted maximal effect; % of control where 0% means no effect; nearly all actives have a fitted effect of over 55% in size
#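 Image-based DNA-content assay: after two days of treatment, nuclei were labelled with the DNA dye Hoechst and imaged, and hits were compounds raising the count of nuclei showing high fluorescence intensity.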
# HT1080 IDH1KD tx: qHTS for induction of synthetic lethality in tumor cells producing 2HG: qHTS for the HT-1080-IDH1KD cell line. HT-1080 IDH1 knockdown viability, ATP luminescence, 48 h. Potency, µM (series often up to 46.1 µM), for inactives: at the highest dose activity, negative = toxicity, usual class: cytotoxic. actives 2% (n = 360,000). AID 686971, 2013;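 further: potency means the concentration at half of the fitted maximal effect; 0% = DMSO wells and -100% = cell-free medium wells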
#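 Cytotoxicity counter-line: IDH1KD HT-1080, 48 h, CellTiter-Glo. Curves classed by r2, magnitude and activity.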
# ATXN viability: Viability Counterscreen for Primary qHTS for Inhibitors of ATXN expression | actives 0.49% (n = 400,000) | Potency, µM (series often up to 56.7 µM), usual class: cytotoxic | S2 cells (HEK-293 line with an ATXN2-luciferase reporter) viability, CellTiter-Fluor protease fluorescence, 24 h; further: potency means the concentration at half of the fitted maximal effect; nearly all actives have a fitted effect of over 40% in size
# HT1080-NT tox: qHTS for induction of synthetic lethality in tumor cells producing 2HG: qHTS for the HT-1080-NT fibrosarcoma cell line; HT-1080-NT fibrosarcoma viability, CellTiter-Glo ATP luminescence, 48 h; Potency, µM (titrated, usually from 46.1 µM), without a hit: at the highest dose activity, negative = less viability, most hits filed as cytotoxic; actives 1.6% (n = 360,000);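 further: NT is the 2HG producing partner of a matched IDH1 knockdown line; potency means the concentration at half of the fitted maximal effect; 0% = DMSO-treated cells and -100% = media-only wells without cells; nearly all actives have a fitted effect of over 55% in size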
#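 Fibrosarcoma NT cells, 750 per well in 5% FBS RPMI, were exposed to compound for 48 hours. Viability: CellTiter-Glo luminescence.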
# ATXN2 expr inh: Primary qHTS for Inhibitors of ATXN expression. Potency, µM (highest dose often 57 µM), for the others: at the highest dose activity change, negative = inhibition, hits mostly inhibitors. AID 1745845, 2022. actives 0.72% (n = 360,000). HEK-293 ATXN2-luciferase reporter, luminescence, 24 h; further: potency means the concentration at half of the fitted maximal effect; on the % scale 0 is the no-effect control and ±100 the full control effect; nearly all actives have a fitted effect of over 55% in size
#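 qHTS (up to 57 uM final) was run with 24 h compound exposure of reporter cells at 37 °C. Each well was multiplexed: SteadyGlo luminescence measured ATXN2-luciferase expression after a fluorogenic Gly-Phe-AFC viability readout (25 uM final).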
# KB-V1 cytotox: qHTS assay for MDR1-selective chemotherapeutics: Primary screen using the drug-selected MDR subline cells KB-V1 | KB-V1 MDR cells viability, CellTiter-Glo, 72 h | Potency, µM (titrated, usually from 46.1 µM), for inactives: at the highest dose activity change, negative = cytotoxicity, actives largely listed as cytotoxic | actives 3.4% (n = 400,000); further: potency means the concentration at half of the fitted maximal effect; on the % scale 0 is the no-effect control and ±100 the full control effect; nearly all actives have a fitted effect of over 60% in size
#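 Cells of the MDR subline KB-V1 are plated, dosed with compound at multiple concentrations, and incubated 72 h at 37 degrees C; CellTiter-Glo is then added and luminescence read after 10 min.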
# KB-3-1 cytotox: qHTS assay for MDR1-selective chemotherapeutics: Primary screen using the parental adenocarcinoma cell KB-3-1 | AID 1347075, 2019 | KB-3-1 viability, CellTiter-Glo ATP luminescence, 72 h | actives 1.4% (n = 400,000) | Potency, µM (top dose mostly 46.1 µM), without a hit: at the top dose activity change, negative = cytotoxic, most hits filed as cytotoxic; further: potency means the concentration at half of the fitted maximal effect; on the % scale 0 is the no-effect control and ±100 the full control effect; nearly all actives have a fitted effect of over 60% in size
#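 Screening of KB-3-1 cells (DMEM, 10% FBS, phenol-red free) ran from lowest to highest compound concentration; after 72 h at 37 °C viability was read luminescently and curves fitted.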
# The depositor's hits bear a star; i = inactive; ? = inconclusive; . = no result given; [ ] = another dose, or the depositor's remark. Unless noted, the call rests on the fitted dose curve; in most records, active means well fitted curve in the direction sought with a large enough effect; inconclusive means small, poorly fitted or top-dose-only effect, or another doubt; inactive means no such curve, though single readings can be large; an effect the other way counts as inactive or inconclusive.
1) Cc1cc(C)nc(CCNC(=O)C2CCC(=O)N(Cc3ccccc3F)C2)n1 (centres undefined)
2) COc1ccc(CN2CCNC(=O)C2CC(=O)NCc2cccc(C)n2)c(OC)c1 (centres undefined)
3) CCCCn1c(N)c(N(CCOC)C(=O)COc2c(C)cccc2C)c(=O)[nH]c1=O
4) CCCCn1c(N)c(N(CC(C)C)C(=O)CC2OC(=O)c3ccccc32)c(=O)[nH]c1=O (centres undefined)
5) O=C(N[C@@H](Cc1ccc(O)cc1)C(=O)O)c1ccc(C(F)(F)F)cc1
6) O=C(CN1c2cccc3cccc(c23)S1(=O)=O)Nc1c(F)c(F)c(F)c(F)c1F
7) CCCCSc1nnc(-c2ccccc2N)c(=O)[nH]1
8) CCOC(=O)c1cc(CC)sc1NC(=O)CC1SC(N)=NC1=O (centres undefined)
Assay by compound	1	2	3	4	5	6	7	8
KB-3-1 cytotox	7%	-15%	-20%	15%	16%	4%	6%	-4%
ATXN viability	i	i	i	i	i	i	i	?
HT1080 IDH1KD tx	6%	17%	4%	9%	16%	14%	10%[9.24 µM]	1%
IL-1B inflam inh	33	2	4	-5	-6	-2	31	-3
ATXN2 expr inh	10%	1%	-2%	14%	10%	-2%	75%[activator]	.
MCF10A rereplic	0%	-6%	4%	-17%	-3%	1%	-2%	6%
SW480 rereplic	-6%	0%	-60%[inhibitor]	-18%	-8%	19%	-1%	-21%
KB-V1 cytotox	0%	0%	10%	21%	0%	-32%	12%	?
HT1080-NT tox	25%	2%	11%	7%	24%	-5%	-4%	-12%

9) O=C(NNC(=O)C1CC1)c1cc(Cl)nc2ccccc12
10) COC(=O)CCC(=O)N1CCCC(CNS(=O)(=O)c2ccc(OC)cc2)C1 (centres undefined)
11) O=C(CC1C(=O)NCCN1C(=O)c1ccc([N+](=O)[O-])cc1)Nc1cccc(Cl)c1 (centres undefined)
12) CCN(CC)CC(O)Cn1c(C)c(-c2ccccc2)c2cc([N+](=O)[O-])ccc21 (centres undefined)
13) O=C(COc1ncnc2ccccc12)Nc1cccc(S(=O)(=O)N2CCOCC2)c1
14) CCS(=O)(=O)N1CCC2(CC1)OC(=O)C(C)=C2C(=O)NCc1ccc(OC)c(OC)c1
15) COc1ccc(-c2[nH][nH]c(=O)c2NC(=O)c2ccc(C)cc2)cc1
16) CCCCCC(=O)Nc1ccc(-c2cn3cccnc3n2)cc1
Assay by compound	9	10	11	12	13	14	15	16
KB-3-1 cytotox	3%	0%	-2%	?	14%	-8%	0%	0%
ATXN viability	i	i	i	i	?	i	i	i
HT1080 IDH1KD tx	-1%	11%	-8%	?	9%	.	1%	15%
IL-1B inflam inh	28	19	0	-77*	35	.	38	24
ATXN2 expr inh	-3%	0%[11.3 µM]	7%	?	-2%	10%	12%	18%
MCF10A rereplic	-1%	0%	4%	?	2%	.	.	0%
SW480 rereplic	-3%	-5%	-4%	?	-1%	.	.	-5%
KB-V1 cytotox	5%	4%	5%	-14%	2%	?	29%	-3%
HT1080-NT tox	0%	-4%	-12%	21µM*	14%	.	?	19%

# Part of the list above in order of formula weight, rising:
15) COc1ccc(-c2[nH][nH]c(=O)c2NC(=O)c2ccc(C)cc2)cc1
8) CCOC(=O)c1cc(CC)sc1NC(=O)CC1SC(N)=NC1=O (centres undefined)
12) CCN(CC)CC(O)Cn1c(C)c(-c2ccccc2)c2cc([N+](=O)[O-])ccc21 (centres undefined)
1) Cc1cc(C)nc(CCNC(=O)C2CCC(=O)N(Cc3ccccc3F)C2)n1 (centres undefined)
6) O=C(CN1c2cccc3cccc(c23)S1(=O)=O)Nc1c(F)c(F)c(F)c(F)c1F
Assay by compound	15	8	12	1	6
KB-3-1 cytotox	0%	-4%	?	7%	4%
ATXN viability	i	?	i	i	i
HT1080 IDH1KD tx	1%	1%	?	6%	14%
IL-1B inflam inh	38	-3	-77*	33	-2
ATXN2 expr inh	12%	.	?	10%	-2%
MCF10A rereplic	.	6%	?	0%	1%
SW480 rereplic	.	-21%	?	-6%	19%
KB-V1 cytotox	29%	?	-14%	0%	-32%
HT1080-NT tox	?	-12%	21µM*	25%	-5%

# Next section.
17) CNC(=S)N1CCN(C(c2ccccc2)c2ccccc2)CC1
18) O=C(c1c[nH]c2ccccc12)N1CCN(Cc2ccccc2)CC1
19) Cc1ccc(NS(=O)(=O)c2ccc(CCC(=O)NCc3ccccn3)cc2)cc1
20) CN(C(=O)/C=C/c1ccc([N+](=O)[O-])s1)c1ccccc1
21) O=Cc1cn(CC(=O)N2CCc3ccccc32)c2ccccc12
22) CCCc1nc(SCC(=O)c2ccccc2)c2c(=O)n(C)c(=O)n(C)c2n1
23) NS(=O)(=O)c1ccc(NC(=O)Cn2nc(C(=O)O)c3ccccc3c2=O)cc1
24) O=C1C=CC(=NN=C(c2ccccc2)c2ccccc2)C=C1
Assay by compound	17	18	19	20	21	22	23	24
KB-3-1 cytotox	-1%	-9%	0%	?	-21%	20%	?	0%
ATXN viability	i	i	i	.	.	?	i	i
HT1080 IDH1KD tx	14%	-10%	0%	?	10%	5%	11%	?
IL-1B inflam inh	31	-21	19	-52*	17	45	3	-7
ATXN2 expr inh	0%	1%	-28%	?	16%	23%	10%	18%
MCF10A rereplic	-1%	13%	-1%	-6%	0%	12%	-1%	.
SW480 rereplic	-4%	-23%	-3%	?	-1%	-8%	-9%	.
KB-V1 cytotox	-12%	-5%	-8%	-5%	-24%	2%	32%	-1%
HT1080-NT tox	-5%	-2%	-1%	-2%	23%	4%	28%	?

25) Cc1nn2c(=O)cc(COC(=O)Cc3ccccc3)nc2s1
26) CCC/C=C/c1ccc(CN2C(CC(C)C)C(=O)N(Cc3cn(CCC4OCCCO4)nn3)CCS2(=O)=O)cc1 (centres undefined)
27) Cc1cc(Nc2cccc(F)c2)n2c(n1)nc1ccccc12
28) OCCNc1nc(SCc2ccccc2)nc2sc3c(c12)CCC3
29) O=C(CNC(=S)N(Cc1ccccc1)Cc1cccnc1)NC1CCCCC1
30) O=C(Nc1ccc(Br)cc1)c1ccc(N2C(=O)C3CCCCC3C2=O)cc1 (centres undefined)
31) Cc1cccc(NS(=O)(=O)c2csc(C(N)=O)c2)c1
32) CCOc1ccc(NC(=S)N(CCc2c(C)[nH]c3ccc(C)cc23)Cc2ccncc2)cc1
Assay by compound	25	26	27	28	29	30	31	32
KB-3-1 cytotox	-4%	?	-1%	-16%	-5%	8%	?	-14%
ATXN viability	i	.	i	i	i	?	i	i
HT1080 IDH1KD tx	.	?	6%	-28%	-2%	-8%	-2%	-24%
IL-1B inflam inh	.	?	29	-14	-3	2	38	0
ATXN2 expr inh	1%	?	-3%	26%	-11%	-15%	-5%	-24%
MCF10A rereplic	.	.	-2%	?	?	-1%	14%	?
SW480 rereplic	.	.	-10%	-10%	-2%	3%	?	?
KB-V1 cytotox	-8%	?	1%	7.3µM*	-15%	?	-19%	5%
HT1080-NT tox	.	-17%	-17%	-14%	0%	0%	-1%	-25%

33) O=C(O)c1ccc(-c2nnc(-c3ccccc3)o2)cc1
34) COc1ccc2c(COC(=O)CC3Sc4ccccc4NC3=O)cc(=O)oc2c1 (centres undefined)
35) CCCCCOc1ccc(C(=O)CCC(=O)N2CCCC2)cc1
36) Cc1ccc(OCCNC(=O)c2cc(C(=O)NCCOc3ccc(C)cc3)cc([N+](=O)[O-])c2)cc1
37) COc1ccc(CCNC(=O)COC(=O)COc2ccc(Cl)cc2)cc1OC
38) O=c1cc(-c2ccccc2)c2ccc(O)c(CN3CCCCC3)c2o1
39) Cc1nnc2ccc(-c3ccc(NS(=O)(=O)c4ccccc4)cc3)nn12
40) CCOC(=O)CNC(=O)CC(c1cc(OC)c(OC)c(OC)c1)N1Cc2ccccc2C1=O (centres undefined)
Assay by compound	33	34	35	36	37	38	39	40
KB-3-1 cytotox	?	-1%	-27%	?	-1%	-1%	23%	8%
ATXN viability	i	i	i	i	i	i	i	i
HT1080 IDH1KD tx	-5%	-2%	-23%	-21%	12%	-7%	7%	.
IL-1B inflam inh	-4	27	16	-23	10	-26	4	.
ATXN2 expr inh	-3%	24%	0%	-6%	9%	-6%	8%	2%
MCF10A rereplic	-8%	5%	12%	?	-1%	?	2%	.
SW480 rereplic	-6%	-1%	-12%	-1%	-4%	-1%	-2%	.
KB-V1 cytotox	4%	-2%	-10%	-27%	?	13µM*	-2%	?
HT1080-NT tox	-13%	0%	-23%	-5%	11%	-8%	2%	.

41) CC(OC(=O)Cc1ccccc1F)C(=O)Nc1ccc(Cl)cn1 (centres undefined)
42) COc1ccc(C(C)(O)c2nc(-c3ccccc3C)cs2)cc1 (centres undefined)
43) Cc1ccc2c(c1)c1c(c(=O)n(-c3ccccc3)c(=O)n1CC(=O)c1ccc(Cl)cc1)n2C
44) COc1ccc(N(CC(=O)N/N=C/c2cccc3c2OCCO3)S(=O)(=O)c2ccc(NC(C)=O)cc2)cc1
45) CCOC(=O)c1cc2occc2n1CC(=O)NC1CCCCC1C (centres undefined)
46) Cc1cccc(NC(=O)Cn2nc(-c3ccccc3)c3cnc4ccccc4c32)c1
Assay by compound	41	42	43	44	45	46
KB-3-1 cytotox	-1%	4.6µM*	5%	-8%	6%	15%
ATXN viability	i	i	i	i	i	i
HT1080 IDH1KD tx	0%	9.2µM*	.	-25%	-3%	.
IL-1B inflam inh	8	65	.	17	15	.
ATXN2 expr inh	-6%	-23%	5%	12%	0%	0%
MCF10A rereplic	2%	.	.	7%	23%	.
SW480 rereplic	-104%[inhibitor]	.	.	-1%	-1%	.
KB-V1 cytotox	17%	5.2µM*	-18%	1%	?	-1%
HT1080-NT tox	-1%	?	.	-21%	6%	.

# High-throughput results from PubChem BioAssay.
